BRCA1 expr act: qHTS Assay to Identify Small Molecule Activators of BRCA1 Expression | MCF7-BRCA1-FFLuc reporter, luminescence, 48 h; response scale: scaled: vehicle 0%, 10 µM genistein 100% | Potency, µM (highest dose often 46.1 µM), inactives show top-dose activation, actives largely listed as activators | 380,000 compounds, 1.1% hits | AID 624202, 2012; also: potency is read from the fitted curve at half-maximal effect; nearly all actives have a fitted effect of over 80% in size; some results filed as inactive show a strong effect at the top dose
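Luminescence from a BRCA1-driven firefly luciferase in MCF7 cells was read after 48 h compound exposure at 37 C. Data normalized against DMSO and a 10microM genistein activation control, then curve-fitted across the titration.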
FLuc modulator: qHTS profiling assay for firefly luciferase inhibitor/activator using purifed enzyme and Km concentrations of substrates (counterscreen for miR-21 project). purified FLuc, Km substrates, luminescence inhibition. Potency, µM (doses to about 57.5 µM), inactives show at the highest dose activity change, negative = inhibition, actives largely listed as inhibitors. 360,000 compounds, 6.9% hits. AID 588342, 2011;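 also: potency is read from the fitted curve at half-maximal effect; plate controls were vehicle for no effect and reference inhibitor for full effect; nearly all actives have a fitted effect of over 55% in size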
Target sequence (P08659 whole entry, looked up): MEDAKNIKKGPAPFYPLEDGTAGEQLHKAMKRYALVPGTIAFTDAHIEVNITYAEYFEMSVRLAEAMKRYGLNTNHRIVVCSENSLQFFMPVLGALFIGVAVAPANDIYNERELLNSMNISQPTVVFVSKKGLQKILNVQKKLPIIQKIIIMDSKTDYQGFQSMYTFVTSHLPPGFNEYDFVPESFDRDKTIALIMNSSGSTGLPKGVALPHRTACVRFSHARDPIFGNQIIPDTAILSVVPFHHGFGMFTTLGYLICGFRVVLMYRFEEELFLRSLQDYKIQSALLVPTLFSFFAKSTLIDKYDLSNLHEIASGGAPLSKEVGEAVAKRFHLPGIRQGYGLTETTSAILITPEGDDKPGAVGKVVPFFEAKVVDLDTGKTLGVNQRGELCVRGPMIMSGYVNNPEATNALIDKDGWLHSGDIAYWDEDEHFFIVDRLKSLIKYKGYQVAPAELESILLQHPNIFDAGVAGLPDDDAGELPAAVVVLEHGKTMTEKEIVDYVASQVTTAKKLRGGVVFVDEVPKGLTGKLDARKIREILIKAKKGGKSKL
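Biochemical qHTS of compounds, final roughly 60 µM downward over six points, against 10 nM purified firefly luciferase using Km concentrations of substrates (10 uM D-luciferin, 10 uM ATP) in Tris acetate pH 7.5 buffer; luminescence output.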
ELG1 genotoxic: qHTS screen for small molecules that induce genotoxicity in human embryonic kidney (HEK293T) cells expressing luciferase-tagged ELG1. Potency, µM (highest dose often 46 µM), for the others: at the highest dose activity change, positive = activation, hits mostly activators. 330,000 compounds, 1.3% hits. HEK293T ELG1-luciferase reporter, luminescence, 16 h. AID 504466, 2011; also: potency is read from the fitted curve at half-maximal effect; % of control where 0% means no effect; nearly all actives have a fitted effect of over 60% in size
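Reporter readout depends on ELG1 protein level, which increases with genetic stress. After 16 hr compound exposure at 37 °C, luciferase activity was quantified using ONE-Glo.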
NPC1 promoter act: qHTS Assay for NPC1 Promoter Activators. AID 485313, 2010. Huh7 NPC1 promoter luciferase reporter, 24 h. 320,000 compounds, 2.4% hits. Potency, µM (titrated, usually from 9.22 µM), for inactives: top-dose activation, usual class: activators;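 also: potency is read from the fitted curve at half-maximal effect; % of control where 0% means no effect; nearly all actives have a fitted effect of over 60% in size; reporter is driven by a mutant NPC1 promoter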
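Luminescence from an NPC1 promoter-driven luciferase reporter in stably transfected Huh7 cells was measured after 24 h compound treatment at 37 °C, followed by 10 min ambient incubation with luciferase detection reagent.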
p53 reactivation: qHTS assay for re-activators of p53 using a Luc reporter; 320,000 compounds, 0.063% hits; Potency, µM (top dose mostly 92.2 µM), without a hit: top-dose activity change, positive = activation, hits mostly activators; AID 504706, 2011; H1299 p53-A138V BP100-luciferase reporter, luminescence, 24 h; also: potency is read from the fitted curve at half-maximal effect; % of control where 0% means no effect; nearly all actives have a fitted effect of over 45% in size
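p53-null H1299 cells stably carrying temperature-sensitive p53-A138V and a BP100-luciferase reporter were pinned with compounds (4-point, 1:5 series) and held 24 hrs at 37 deg C. Luminescence was read 10 min after detection reagent.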
Tb PFK inh: qHTS Assay to Find Inhibitors of T. brucei phosphofructokinase. ATP-dependent 6-phosphofructokinase (Trypanosoma brucei brucei), O15648. T. brucei PFK, ADP-Glo luminescence. Potency, µM (doses to about 57.5 µM), without a hit: top-dose activity, negative = inhibition, usual class: inhibitors. 330,000 compounds, 0.17% hits. AID 485367, 2010;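 also: potency is read from the fitted curve at half-maximal effect; 0% = uninhibited 1x PFK enzyme wells and -100% = no-enzyme wells; nearly all actives have a fitted effect of over 60% in size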
Target sequence (O15648 whole entry, looked up): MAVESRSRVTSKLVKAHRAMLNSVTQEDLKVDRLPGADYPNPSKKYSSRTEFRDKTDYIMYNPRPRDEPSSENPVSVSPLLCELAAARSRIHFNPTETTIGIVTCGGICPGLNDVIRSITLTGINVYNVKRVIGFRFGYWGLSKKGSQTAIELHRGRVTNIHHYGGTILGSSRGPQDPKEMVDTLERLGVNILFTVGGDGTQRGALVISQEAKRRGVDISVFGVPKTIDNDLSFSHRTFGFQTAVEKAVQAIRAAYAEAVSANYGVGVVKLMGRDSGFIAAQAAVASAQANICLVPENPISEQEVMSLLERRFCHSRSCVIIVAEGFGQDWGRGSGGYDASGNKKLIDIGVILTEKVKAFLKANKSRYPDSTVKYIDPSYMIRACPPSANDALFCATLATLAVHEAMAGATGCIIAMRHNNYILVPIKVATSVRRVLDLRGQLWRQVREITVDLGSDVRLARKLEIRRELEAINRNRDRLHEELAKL
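Activity is normalized to no-enzyme wells (full inhibition) and 1.25 nM enzyme wells (no inhibition). Reaction: 0.5 mM F6P, 0.1 mM ATP, 45 min RT, ADP-Glo luminescence; concentration-response curves fitted and classed by quality.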
RORg inh: qHTS for inhibitors of ROR gamma transcriptional activity | 310,000 compounds, 5.4% hits | Potency, µM (doses to about 53.6 µM), inactives show top-dose activity change, negative = inhibition, usual class: inhibitors | AID 2551, 2010 | Drosophila S2 Gal4-RORgamma UAS-luciferase reporter, 20 h | Nuclear receptor ROR-gamma (Mus musculus), P51450; also: potency is read from the fitted curve at half-maximal effect; % is scaled to controls: 0 for no effect and ±100 for the full control effect; nearly all actives have a fitted effect of over 60% in size
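Stable Schneider cell line, Gal4 DNA-binding domain fused to ROR gamma, UAS-luciferase. Cmpd 1 hr RT → CuSO4 700 uM final → 20 hr RT → luciferase reagent 10 min → luminescence.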
VP16 counter: VP16 counterscreen qHTS for inhibitors of ROR gamma transcriptional activity; Drosophila S2 Gal4-VP16 UAS-luciferase, luminescence, 20 h; Potency, µM (doses to about 53.6 µM), inactives show at the highest dose activity, negative = inhibition, most hits filed as inhibitors; 310,000 compounds, 3.5% hits; AID 2546, 2010;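 also: Gal4-VP16 expression switched on by copper sulfate through the metallothionein promoter; potency is read from the fitted curve at half-maximal effect; % is scaled to controls: 0 for no effect and ±100 for the full control effect; nearly all actives have a fitted effect of over 50% in size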
Rab9 promoter act: qHTS Assay for Rab9 Promoter Activators; Huh7 Rab9 promoter-luciferase reporter, luminescence, 24 h; Potency, µM (doses to about 9.22 µM), for inactives: top-dose activation, negative = inhibition, actives largely listed as activators; 320,000 compounds, 2.8% hits; also: potency is read from the fitted curve at half-maximal effect; % of control where 0% means no effect; nearly all actives have a fitted effect of over 60% in size
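Using Huh7 cells stably transfected with Rab9 promoter–luciferase, compounds were incubated 24 h at 37 °C, 5% CO2; luciferase luminescence was read 10 min after reagent addition.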
TRPV1 ag: HTS Assay for Compounds that Act as Agonists of the Vanilloid Receptor 1. TRPV1-expressing cells, Fluo-8 calcium influx, agonist mode. activation, % at 8.33 µM. 320,000 compounds, 0.19% hits. AID 540275, 2011; in the data active = activation above about 80%; inconclusive = between about 30% and that limit; also: 0% is about no effect
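Cells expressing TRPV1 were dye-loaded with Fluo-8 and read kinetically: 10 s baseline, 3 min after compound (agonist portion), then 2 min after EC20 capsaicin (allosteric enhancer portion). Calcium-bound dye fluorescence at 480/520 nm.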
ELG1 repair inh: qHTS screen for small molecules that inhibit ELG1-dependent DNA repair in human embryonic kidney (HEK293T) cells expressing luciferase-tagged ELG1; HEK293T ELG1-luciferase reporter, luminescence, 16 h; DNA damage induced by 5-fluorouridine; Potency, µM (titrated, usually from 46.1 µM), for the others: at the highest dose activity change, negative = inhibition, actives largely listed as inhibitors; 330,000 compounds, 2.3% hits; also: potency is read from the fitted curve at half-maximal effect; % is scaled to controls: 0 for no effect and ±100 for the full control effect; nearly all actives have a fitted effect of over 55% in size
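Overnight (16 hr) co-exposure of 2,000 cells/well to 5-fluorouridine and compound at 37 °C preceded detection. Luciferase was quantified via ONE-Glo luminescence; loss of signal denotes inhibition.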
* hit, by the source's call; ? = inconclusive; nt = no result given; & = joins results of further samples; [ ] = another dose, or the depositor's remark. Unless noted, calls follow the shape of the dose curve; as a rule, active = well fitted curve in the direction sought with a large enough effect; inconclusive = small, poorly fitted or top-dose-only effect, or another doubt; inactive = no such curve, though single readings can be large; an effect the other way counts as inactive or inconclusive.

Structure	BRCA1 expr act	FLuc modulator	ELG1 genotoxic	NPC1 promoter act	p53 reactivation	Tb PFK inh	RORg inh	VP16 counter	Rab9 promoter act	TRPV1 ag	ELG1 repair inh
O=C(COC(=O)CCc1nc2ccccc2c(=O)[nH]1)Nc1ccc(Cl)cn1	-28%	5%	0%	1%	1%	0%	-39%	7%	-2%	7	0%
CCN(CC)CCCNC(=O)c1ccc2c3n(nc2c1)-c1ccc(Cl)cc1CO3	?	?	?	?	?	-11%	nt	nt	0.89µM*	-2	?
O=C1CSC(=S)N1/N=C/c1ccc(C(F)(F)F)cc1	-12%	-1%	1%	-6%	2%	5%	?	-1%	-4%	-2	-5%
COCCN(C(=O)COC(=O)c1ccc2[nH]c(C)c(C)c2c1)c1c(N)n(Cc2ccccc2)c(=O)[nH]c1=O	0%	-15%	-1%	0%	-1%	16%	nt	nt	0%	-2	4%
O=C(C1COc2ccccc2O1)N1CCCC1 (configuration not stated)	7%	6%	-4%	0%	0%	1%	-2%	7%	-5%	9	1%
FC(F)(F)c1ccccc1-n1c(-c2cnccn2)n[nH]c1=S	14%	17µM*	?	11%	2%	10%	11µM*	-1%	11%	3	?
Cc1ccc(NC(=O)CSCC(=O)O)c(C)c1	-19%	-2%	0%	-3%	?	-3%	-30%	2%	2%	-2	-6%
O=C1/C(=C\c2cc(Cl)c(O)c(Cl)c2)SC(=S)N1Cc1ccccc1	-80%[inhibitor]	-1%	-10%	-3%	-3%	0%	?	?	-2%	1	?
CC(C)c1cc(C(=O)Nc2cccc(Cl)c2)no1	7.1µM*	0.95µM*	?	0.89µM*	24%	-6%	16%	3%	0.89µM*	?	?
COc1ccc(C(=O)NCC(=O)OCC(=O)c2ccc(Cl)cc2)cc1OC	1%	-4%	5%	0%	0%	0%	13%	15%	-1%	-2	-9%
CN1CCC(OC(=O)c2ccccc2)CC1	15%	-1%	-1%	-7%	12%	12%	-17%	-8%	2%	-8	5%
Cc1ccc(C(=O)N/N=C/c2ccc(S(=O)(=O)O)o2)c(Cl)c1	1%	15µM*	0%	-2%	-3%	25%	?	?	-20%	-2	22%
CN(C)c1ccc(NC(=O)Cn2c(=O)n(Cc3ccccc3)c(=O)c3ccccc32)cc1	-1%	-1%	-2%	8%	-12%	0%	-2%	-4%	-5%	2	-16%
NC(=O)c1nsc(C(=O)N(Cc2cccnc2)C(C(=O)NC2CCCC2)c2ccc(F)cc2)c1N (configuration not stated)	-15%	1%	-1%	1%	-2%	1%	1%	-11%	-6%	4	-12%
CN1CCN(CCCNC(=O)c2nnc(Cc3c(F)cccc3Cl)o2)CC1	1%	2%	-6%	8%	11%	2%	-4%	-3%	-3%	4	-2%
COc1cc(C2C(N3C(=O)c4ccccc4C3=O)C(=O)N2c2ccc(C)c(C)c2)cc(OC)c1OC (configuration not stated)	-10%	3%	?	2%	-3%	-1%	-44%	2%	1%	-1	?
CCOc1ccc(S(=O)(=O)NCC2CCCO2)c2ccccc12 (configuration not stated)	4%	-2%	0%	-4%	nt	1%	20%	11%	-4%	5	-3%
O=S(=O)(Cc1ccc(Cl)cc1)NCC1CCCO1 (configuration not stated)	8%	5%	1%	1%	0%	-2%	-18%	-3%[0.365 µM]	3%	-3	0%
CCC1=C(OC(=O)N(CC)CC)N2C(=O)OC(=NCC3CC3)[C@]2(C)[C@H]2C1=CC[C@H]1C(=O)N(CC(=O)OC)C(=O)[C@H]12	13%	2%	-2%	-2%	0%	-3%	8%&-19%	1%&4%	-2%	10	?
Cc1ccc(S(=O)(=O)NNC(=O)c2csnn2)cc1	-8%	5%	-1%	1%	-3%	?	3%	-5%	2%	2	0%
O=C1/C(=C\c2ccc(Br)o2)SC(=Nc2ccccc2)N1c1ccccc1	-23%	3%	-1%	1%	-3%	-28%	17%	-1%	0%	-5	?
O=C(Nc1csc([N+](=O)[O-])c1)Nc1c(Cl)cccc1Cl	-25%	-2%	-6%	2%	3%	-17%	-7%	-3%	-4%	?	-6%
Cn1c(=O)c2c(nc(N3CCCCC3)n2CCCNC2=NCCCC2)n(C)c1=O	34%	8%	-1%	-1%	-7%	-1%	-16%	0%	-7%	0	-10%
Cn1c(CSCc2ccccc2Cl)n[nH]c1=S	61%	-3%	-2%	0%	9%	-7%	-14%	-9%	0%	-1	7%
CCOC(=O)CN1C(=O)C(O)=C(C(C)=O)C1c1ccc(F)cc1 (configuration not stated)	7%	-2%	-6%	0%	-1%	0%	-41%	0%	0%	0	0%
CCOC(=O)c1cc2c(ccn2C)n1CC(=O)N(C)C	-5%	-1%	0%	1%	-3%	-5%	8%	2%	1%	3	3%
O=C(N[C@@H]1CCC(=O)N(CC[C@H](Sc2ccc(Br)cc2)c2ccccc2)CC1)OCc1ccccc1	-43%	7%	-3%	0%	?	0%	nt	nt	-2%	-2	?
C=C(C)Cn1c(Sc2nnc(C)s2)nc2c1c(=O)[nH]c(=O)n2C	4%	-1%	7%	-1%	-7%	0%	-2%	7%	21%	nt	10%
O=C(/C=C/c1ccc([N+](=O)[O-])cc1)Nc1ncc([N+](=O)[O-])s1	?	0.12µM*	?	0.05µM*	-6%	-2%	?	7.1µM*	0.79µM*	-4	?
CCCn1c(SCC(=O)Nc2cccc(S(=O)(=O)N(C)C)c2)nc2ccccc2c1=O	0%	-1%	-8%	-2%	-5%	0%	3%	-1%	-3%	1	23µM*

Single entries from the entries so far:
C=C(C)Cn1c(Sc2nnc(C)s2)nc2c1c(=O)[nH]c(=O)n2C | p53 reactivation: -7%
O=S(=O)(Cc1ccc(Cl)cc1)NCC1CCCO1 (configuration not stated) | RORg inh: -18%
CC(C)c1cc(C(=O)Nc2cccc(Cl)c2)no1 | p53 reactivation: 24%
COc1cc(C2C(N3C(=O)c4ccccc4C3=O)C(=O)N2c2ccc(C)c(C)c2)cc(OC)c1OC (configuration not stated) | Tb PFK inh: -1%

Part of the list above, showing only Rab9 promoter act.
SMILES,Rab9 promoter act
Cc1ccc(S(=O)(=O)NNC(=O)c2csnn2)cc1,2%
O=C1/C(=C\c2ccc(Br)o2)SC(=Nc2ccccc2)N1c1ccccc1,0%

Following part
Structure	BRCA1 expr act	FLuc modulator	ELG1 genotoxic	NPC1 promoter act	p53 reactivation	Tb PFK inh	RORg inh	VP16 counter	Rab9 promoter act	TRPV1 ag	ELG1 repair inh
CCC(C)SCc1nc2ccccc2[nH]1 (configuration not stated)	14%	?	4%	0%	7%	5%	7%	21%	1%	3	12%
O=C(CN1CCCC1)Nc1cc(C(F)(F)F)cc(C(F)(F)F)c1	-11%	-2%	1%	-5%	-5%	-5%	7%	1%	-1%	15	-1%
CC1CCN(S(=O)(=O)c2ccc(NC(=O)CCNC(=O)c3ccc(Cl)cc3)cc2)CC1	-6%	6%	-1%	1%	-1%	0%	nt	nt	-3%	-1	-5%
Cc1ccc(NC(=O)COC(=O)CCC(=O)c2cccs2)c(Br)c1	3%	-13%	2%	-1%	4%	-4%	nt	nt	2%	16	-6%

High-throughput results as filed in PubChem.
